# D2 agonist: D2 dopamine receptor (human) agonism; HEK293 T-REx D2 cells, calcium flux agonist mode; activation, % at 2 µM; AID 485358; P14416; hit rate 0.53% among 340,000;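 active = activation over 3 SD above normal in the single-dose calcium agonist read, cut at about 30% in these data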; note: 0% is about no effect
# Target sequence (P14416 whole entry, looked up): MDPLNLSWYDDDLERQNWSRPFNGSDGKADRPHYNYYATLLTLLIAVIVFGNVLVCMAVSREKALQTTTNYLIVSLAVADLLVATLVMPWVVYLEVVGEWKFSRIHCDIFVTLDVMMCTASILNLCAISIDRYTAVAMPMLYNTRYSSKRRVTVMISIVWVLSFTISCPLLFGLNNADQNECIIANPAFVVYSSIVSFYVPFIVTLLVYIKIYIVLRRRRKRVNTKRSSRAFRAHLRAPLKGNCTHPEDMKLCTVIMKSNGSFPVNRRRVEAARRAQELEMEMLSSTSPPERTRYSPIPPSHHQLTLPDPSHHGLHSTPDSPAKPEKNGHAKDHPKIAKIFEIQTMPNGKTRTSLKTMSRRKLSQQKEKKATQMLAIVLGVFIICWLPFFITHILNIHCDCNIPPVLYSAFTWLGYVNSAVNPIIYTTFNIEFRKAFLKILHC
#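 Tetracycline-induced HEK293 Trex cells with D2 receptor force-coupled to calcium signaling, plated overnight at 30 C and loaded with no-wash calcium dye. Calcium flux read kinetically for 180 s after compound addition; responses flag agonists.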
# IDH1 R132H inh: blocks human mutant IDH1 R132H enzyme. O75874. IDH1-R132H enzyme, NADPH consumption, diaphorase/resazurin fluorescence. Potency, µM (doses to about 76.6 µM), for the others: top-dose activity change, negative = inhibition, most hits filed as inhibitors. hit rate 0.093% among 390,000; note: potency is the fitted concentration of half-maximal effect; % is set by controls: 0 for no effect and ±100 for the full control effect; nearly all actives have a fitted effect of over 65% in size
#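 IDH1-R132H (0.5 ug/mL) preincubated 30 min with compound, then NADPH (0.016 mM) and alpha-KG (2 mM) added; 80 min at RT, pH 7.5. Remaining NADPH coupled via diaphorase/resazurin to fluorescence (540/590 nm); concentration-response curves normalized to no-enzyme control.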
# TrxR1 substrate: is turned over as a substrate by rat TrxR1 | O89049 | purified TrxR1 substrate turnover, NADPH consumption readout | Potency, µM (series often up to 114 µM), inactives show top-dose activity change, negative = substrate turnover | hit rate 0.01% among 390,000; note: potency is the fitted concentration of half-maximal effect; % is set by controls: 0 for no effect and ±100 for the full control effect; nearly all actives have a fitted effect of over 50% in size
# Target sequence (O89049 whole entry, looked up): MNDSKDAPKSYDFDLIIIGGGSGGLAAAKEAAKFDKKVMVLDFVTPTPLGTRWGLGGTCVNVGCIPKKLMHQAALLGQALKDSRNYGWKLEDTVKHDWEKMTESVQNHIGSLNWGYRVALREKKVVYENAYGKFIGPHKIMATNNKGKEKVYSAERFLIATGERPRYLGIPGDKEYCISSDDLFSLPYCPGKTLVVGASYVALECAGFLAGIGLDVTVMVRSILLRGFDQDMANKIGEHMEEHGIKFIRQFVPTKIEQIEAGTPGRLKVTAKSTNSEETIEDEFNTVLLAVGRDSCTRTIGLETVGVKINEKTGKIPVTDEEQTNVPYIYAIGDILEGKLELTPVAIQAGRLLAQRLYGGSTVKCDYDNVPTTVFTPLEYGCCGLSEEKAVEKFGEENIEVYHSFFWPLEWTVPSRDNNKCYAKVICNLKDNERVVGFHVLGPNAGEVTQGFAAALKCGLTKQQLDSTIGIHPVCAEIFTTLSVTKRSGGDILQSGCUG
#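 Rat TrxR1, dispensed at 90 nM, was prereduced with 400 uM NADPH (final) for 5 min at ~22 deg C, then incubated with compound 15 min before 400 uM selenite. A first-read NADPH fluorescence drop versus no-compound background flagged substrates.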
# rTrxR1 inhibitor: rat TrxR1 inhibition | O89049 | recombinant rTrxR1, NADPH fluorescence consumption, selenite substrate | Potency, µM (doses to about 114 µM), inactives show top-dose activity change, negative = inhibition, actives largely listed as inhibitors | hit rate 1% among 390,000 | AID 588453; note: potency is the fitted concentration of half-maximal effect; % is set by controls: 0 for no effect and ±100 for the full control effect; nearly all actives have a fitted effect of over 65% in size
#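 Rat TrxR1 (90 nM in the dispensed reagent) was pre-reduced with 400 uM NADPH for 5 min at room temperature, then incubated with compound for 15 min. After 400 uM selenite was added, NADPH fluorescence (Ex 340/Em 450 nm) was followed for 8 min.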
# TRHR ag: agonists of human TRH receptor. P34981. TRHR cells, calcium flux fluo-8, FDSS agonist mode. activation, % at 2 µM. AID 493084. hit rate 0.18% among 360,000; in the data active = activation above about 30%; note: 0% is about no effect
#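 Steps: seed TRHR cells overnight; add fluo-8 no-wash Ca dye, RT 30 min–1.5 h; record 10 s baseline; pin-transfer compounds; monitor fluorescence 1 cycle/s for the agonist window. Calcium increases flag candidate agonists.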
# TRHR enhancer: allosteric enhancers of human TRH receptor; AID 493056; enhancement, % at 2 µM; P34981; hit rate 0.66% among 360,000; TRHR cells, fluo-8 calcium fluorescence, EC20 TRH enhancement; in the data active = enhancement above about 30%; note: 0% is about no effect
#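 TRHR-expressing cells loaded with fluo-8 calcium dye were read kinetically (ex 480/em 530) during compound addition, then stimulated with an EC20 of TRH (10 nM final). Enhancement of the Gq-mediated intracellular calcium response was scored.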
# PI4K2A block: PI4K2A (human) kinase inhibition; Q9BTU6; AID 1346378; purified PI4K2A, ADP-Glo luminescence, 1 h; hits give low values; hit rate 0.13% among 420,000; activity change, negative = inhibition, % at 76.9 µM; in the data active = activity change below about -50%; inconclusive = mostly about -30% to -49%;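 note: -100% = wells without enzyme as full effect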
#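 In this quantitative HTS, ADP production by PI4K2A was quantified luminescently after 1 h at ambient temperature; 100 microM adenosine served as plate-quality control.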
# USP1 inh: USP1/UAF1 (human) deubiquitinase inhibition | O94782 | recombinant USP1/UAF1, Ub-Rhodamine cleavage fluorescence | Potency, µM (series often up to 57.1 µM), for the others: top-dose activity change, negative = inhibition, most hits filed as inhibitors | hit rate 0.23% among 390,000; note: potency is the fitted concentration of half-maximal effect; % is set by controls: 0 for no effect and ±100 for the full control effect; nearly all actives have a fitted effect of over 60% in size; inactives centre near -12
#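 Step one: compound is pinned into 1nM USP1/UAF1 in HEPES pH 7.8 buffer with TCEP. Step two: 15 min room-temperature incubation. Step three: Ub-Rho (150nM final) starts cleavage, tracked by fluorescence over six one-minute reads.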
# D2 antagonist: D2 dopamine receptor (human) antagonism. P14416. HEK293 TREx D2 cells, calcium flux, dopamine EC80. inhibition, % at 10 µM. hit rate 2% among 340,000. AID 485344; in the data active = inhibition above about 30%; note: 0% is about no effect
#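 Overnight-induced (tetracycline, 30 C) HEK293 T-REx cells carrying force-coupled D2 receive a no-wash calcium dye, then compound, then EC80 dopamine at 180 s; signals are read kinetically throughout.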
# Numbers without * were called inactive; ? = inconclusive; . = no result given; [ ] = dose if it differs, or a comment. Unless noted, calls come from the whole dose curve; as a rule, active = well fitted inhibition curve with a large enough effect; inconclusive = small, poorly fitted or top-dose-only effect; inactive = no such curve, though single readings can be large or run the other way.
[1] CCOP(=O)(c1ccc(N(C)C)cc1)C(O)c1ccc(OC)cc1 (stereo unspecified)
[2] O=S(=O)(NCCc1ccncc1)c1ccc(S(=O)(=O)N2CCCCCC2)cc1
[3] Cc1ccc(C(C)C)cc1OCC(=O)Nc1ccccc1N1CCCC1
[4] CCCOC(=O)c1ccc(NC(=O)C2C3CCC(C3)C2C(=O)O)cc1 (stereo unspecified)
[5] COc1cccc(-c2csc(N3CCN(C(=O)NC45CC6CC(CC(C6)C4)C5)CC3)n2)c1
[6] COc1ccc(CCNC(=O)CCNS(=O)(=O)c2cccc(Cl)c2)cc1OC
[7] O=C(NCCNc1ccnc2cc(Cl)ccc12)c1ccccc1F
[8] NC(=O)CC[C@@H]1NC(=O)[C@H](CO)NC(=O)c2cc([N+](=O)[O-])cc(I)c2NCCC[C@@H](C(N)=O)NC(=O)[C@H](Cc2ccc(O)cc2)NC1=O
[9] O=c1[nH][nH]c2cc([N+](=O)[O-])ccc12
[10] Cc1cnc(NC(=O)CSc2nnc(-c3ccncc3)n2C2CCCCC2)s1
screen / no.	1	2	3	4	5	6	7	8	9	10
D2 agonist	-0.7	0.0	-1.6	-1.5	0.3	0.1	-0.2	0.1	.	1.1
IDH1 R132H inh	2.8%	0.0%	27.8%	3.8%	7.0%	3.3%	-2.4%	-6.2%	8.5%	6.2%
TrxR1 substrate	4.1%	1.0%	-1.3%	-7.9%	13.5%[57.1 µM]	-0.2%	-4.3%	-9.6%	6.7%[57.1 µM]	4.9%
rTrxR1 inhibitor	9.4%	17.6%	17.5%	-10.7%	21.1%[57.1 µM]	21.9%	17.7%	-21.4%	17.0%[57.1 µM]	-0.1%
TRHR ag	0.2	0.8	-0.3	-3.1	-0.3	-1.1	0.3	0.0	.	0.9
TRHR enhancer	-8.7	-2.2	-2.2	8.4	1.0	5.2	-2.4	5.7	.	-5.6
PI4K2A block	0.7	1.1	1.1	-0.7	-2.2	-2.3	1.0	-10.3	-0.4	0.2
USP1 inh	-18.0%	2.2%	-13.7%	-1.1%	-25.3%	6.7%	-12.2%	-22.0%	-11.3%	-6.7%
D2 antagonist	0.1	-3.9	-15.4	-18.8	-2.3	-27.3	-7.0	26.9	.	-14.1

[11] COC(=O)c1ccccc1NC(=O)C1CC(=O)N(c2ccc(C)cc2)C1 (stereo unspecified)
[12] NC(=O)CC(NC(=O)c1ccc(Br)cc1)c1ccc(N2CCN(c3ccccc3)CC2)c([N+](=O)[O-])c1 (stereo unspecified)
[13] O=C(COc1nsnc1N1CCOCC1)Nc1cccc(Cl)c1
[14] Cc1cc(NC2CCCCC2)n2c(n1)nc1ccccc12
[15] Cc1ccc2nc(SCC(=O)N/N=C/c3ccco3)cc(C)c2c1
[16] O=c1[nH]c(O)c(N=Nc2ccc(Cl)c(S(=O)(=O)Nc3ccccc3Cl)c2)c(=O)[nH]1
[17] CCN(CC)C(=O)c1cccc(NC(=O)CCc2nc3sc4c(c3c(=O)[nH]2)CCCC4)c1
[18] Cc1noc(C)c1NC(=O)N(C)C[C@H]1Oc2c(NC(=O)Nc3ccc(C(F)(F)F)cc3)cccc2C(=O)N([C@H](C)CO)C[C@@H]1C
[19] Cn1nc(C(=O)Nc2cc(Cl)ccc2N2CCCC2)c2ccccc2c1=O
[20] c1ccc(Nc2ccccn2)cc1
screen / no.	11	12	13	14	15	16	17	18	19	20
D2 agonist	0.9	-0.2	0.5	0.0	0.6	.	-1.0	.	0.1	0.3
IDH1 R132H inh	-4.5%	-7.4%	5.4%	-7.3%	24.1%	2.4%	6.4%	-2.2%	3.0%	12.1%
TrxR1 substrate	-0.1%	7.2%[57.1 µM]	-12.5%	-10.3%	-4.7%	1.5%	-11.3%	-2.2%	3.2%	-1.3%
rTrxR1 inhibitor	4.9%	20.1%[57.1 µM]	-6.6%	-30.0%	-17.8%[57.1 µM]	13.9%	-15.2%	-1.3%	13.2%	0.1%
TRHR ag	-0.6	0.0	0.9	-0.2	-0.8	.	0.4	.	-2.1	0.1
TRHR enhancer	-1.0	2.7	-2.6	0.3	-4.3	.	-4.2	.	-6.0	-2.9
PI4K2A block	-0.3	-2.9	-0.6	-1.3	-2.8	-3.4	-3.5	0.5	-1.0	-0.3
USP1 inh	-13.6%	-14.4%	-13.3%	-11.7%	-13.0%	-20.6%	0.2%	-11.6%	-1.2%	-17.5%
D2 antagonist	-16.0	-0.7	7.3	16.1	3.3	.	-11.7	.	-17.9	1.1

# The closing three compounds of the section above lead into the next.
[18] Cc1noc(C)c1NC(=O)N(C)C[C@H]1Oc2c(NC(=O)Nc3ccc(C(F)(F)F)cc3)cccc2C(=O)N([C@H](C)CO)C[C@@H]1C
[19] Cn1nc(C(=O)Nc2cc(Cl)ccc2N2CCCC2)c2ccccc2c1=O
[20] c1ccc(Nc2ccccn2)cc1
[21] Nn1c(SCC(=O)N2CCCc3ccccc32)nncc1=O
[22] CN(C)CCn1c(N)nc2ccccc21
[23] CCOc1ccc(Nc2cc(Nc3ccccc3OCC)nc(C=C(C#N)C#N)n2)cc1
[24] Cc1n[nH]c(=O)c2c(NC(=O)CSc3nn(-c4ccccc4)c(=S)s3)oc(C)c12
[25] Cc1ccccc1OCC(=O)Nc1cccc(S(=O)(=O)NC2=NCCC2)c1
[26] Cc1c(CCO)c(=O)[nH]n1S(=O)(=O)c1ccc(F)cc1
[27] O=C(CSc1nc2ccsc2c(=O)n1-c1ccc(Br)cc1)NCc1ccc(Cl)cc1
[28] CCOc1ccc(C(=O)CSc2nnc(C3CC3)n2C)cc1
[29] O=C(NC1CCCCC1)c1cc(S(=O)(=O)N2CCCCC2)ccc1N1CCOCC1
[30] COc1cc(OC)cc(C(=O)N[C@H](C(=O)OCC(=O)Nc2ccc3c(c2)OCO3)C(C)C)c1
screen / no.	18	19	20	21	22	23	24	25	26	27	28	29	30
D2 agonist	.	0.1	0.3	1.4	-0.4	1.3	-0.3	0.4	.	0.6	0.1	0.3	.
IDH1 R132H inh	-2.2%	3.0%	12.1%	6.4%	0.0%	-8.6%	11.2%	17.7%	0.6%	-7.4%	0.3%	-7.0%	6.3%
TrxR1 substrate	-2.2%	3.2%	-1.3%	5.9%[57.1 µM]	2.2%	3.1%[57.1 µM]	-13.0%	7.6%	3.1%	5.5%	-1.3%	1.8%	4.0%
rTrxR1 inhibitor	-1.3%	13.2%	0.1%	19.5%[57.1 µM]	15.1%	17.1%[57.1 µM]	-10.8%	16.5%	2.7%	31.9%	-14.3%	16.5%	15.1%
TRHR ag	.	-2.1	0.1	0.0	0.0	1.6	0.1	0.0	-1.3	1.2	0.4	0.1	.
TRHR enhancer	.	-6.0	-2.9	-4.1	5.1	5.4	8.8	2.7	3.7	3.6	2.3	4.6	.
PI4K2A block	0.5	-1.0	-0.3	0.8	0.3	-0.4	-6.2	-1.2	-8.3	-0.6	9.5	-11.3	-2.3
USP1 inh	-11.6%	-1.2%	-17.5%	-2.7%	-27.9%	?	-19.7%	-25.3%	-2.2%	?	-15.3%	-23.7%	-10.5%
D2 antagonist	.	-17.9	1.1	11.9	15.3	-2.3	-16.0	-12.7	.	.	2.9	-4.8	.

[31] CCNc1nc(NCC)nc(N2CC(=O)N(CC(=O)OCC)C2=N)n1
[32] O=S(=O)(Cc1ccc(Cl)cc1)NCc1cccnc1
[33] COc1cccc(C(=O)N/N=c2\oc3c(OC)cccc3cc2C(=O)NCc2ccccc2)c1
[34] Cc1ccc(CNC(=O)C2CCN(S(=O)(=O)Cc3ccccc3)CC2)cc1
[35] COc1cccc(/C=C/C(=O)OCC(=O)c2c(N)n(C)c(=O)n(C)c2=O)c1
[36] CCC(=O)N/N=C(\C)CC(=O)Nc1ccc2ccccc2c1
[37] COc1ccc(/C=N/n2cc(-c3ccccc3)nc2N)cc1
[38] COc1ccc(-c2onc3ccc(Cl)cc23)cc1
[39] CCN(CC(=O)Nc1c(F)cccc1F)C(=O)CNC(=O)COc1ccccc1
[40] CCOC(=O)c1ccccc1NC(=O)c1ccc(N(C)S(C)(=O)=O)cc1
[41] COc1ccc(N2C(=O)CC(S/C(N)=N/N=C(\C)c3cccs3)C2=O)cc1 (stereo unspecified)
[42] O=[N+]([O-])c1cc([N+](=O)[O-])c2c(=Nc3ccccc3)n(-c3ccccc3)n(O)c2c1
[43] Cc1ccccc1OCC(=O)Nc1c2c(nn1C(C)(C)C)CS(=O)(=O)C2
screen / no.	31	32	33	34	35	36	37	38	39	40	41	42	43
D2 agonist	.	-0.3	0.1	1.0	0.6	-0.2	-0.8	0.7	-0.3	0.1	-0.6	0.4	0.9
IDH1 R132H inh	11.4%	1.6%	5.6%	-1.7%	-0.5%	-4.4%	1.6%	-4.6%	9.1%	2.8%	-2.6%	2.4%	3.1%
TrxR1 substrate	5.8%	7.9%	10.7%	6.2%	34.8%[activator]	-0.1%	-15.2%	0.7%	2.1%	1.1%	-3.6%	7.1%[57.1 µM]	-1.3%
rTrxR1 inhibitor	2.2%	18.8%	31.1%	3.1%	14.5%	?	?	-21.3%	11.6%	13.2%	6.9%	-66.9%	6.9%
TRHR ag	.	-1.0	0.1	0.4	0.8	-1.8	0.1	0.4	0.1	-0.8	-0.2	-0.6	0.6
TRHR enhancer	.	2.6	18.8	0.4	-3.2	17.5	-6.2	7.0	2.4	9.7	-2.8	5.8	4.2
PI4K2A block	0.7	-2.9	-7.4	0.6	-2.7	7.7	5.1	-9.4	1.2	0.1	1.7	-27.0	0.1
USP1 inh	-14.0%	-16.8%	-15.2%	?	-3.5%	-12.9%	-15.3%	-22.8%	1.8%	-6.0%	-13.6%	?	-1.2%
D2 antagonist	.	-13.4	-9.8	.	-15.2	-1.4	-15.0	4.5	-2.2	-2.8	-15.4	-10.9	-16.5

# Source: PubChem BioAssay
